High-throughput results from PubChem.
M1 ag – activates human CHRM1 receptor; P11229; CHO-K1 hM1, Fluo-8 calcium fluorescence, agonist mode; 0% DMSO, 100% acetylcholine EC100; activation, % at 3 µM; 360,000 tested, 0.33% active;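 active means activation above the run's mean compound activation plus 3 SD, cut at about 16% in these data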;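 further: peak over basal fluorescence ratio within a 140 s kinetic read after compound addition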
Target sequence (P11229 whole entry, looked up): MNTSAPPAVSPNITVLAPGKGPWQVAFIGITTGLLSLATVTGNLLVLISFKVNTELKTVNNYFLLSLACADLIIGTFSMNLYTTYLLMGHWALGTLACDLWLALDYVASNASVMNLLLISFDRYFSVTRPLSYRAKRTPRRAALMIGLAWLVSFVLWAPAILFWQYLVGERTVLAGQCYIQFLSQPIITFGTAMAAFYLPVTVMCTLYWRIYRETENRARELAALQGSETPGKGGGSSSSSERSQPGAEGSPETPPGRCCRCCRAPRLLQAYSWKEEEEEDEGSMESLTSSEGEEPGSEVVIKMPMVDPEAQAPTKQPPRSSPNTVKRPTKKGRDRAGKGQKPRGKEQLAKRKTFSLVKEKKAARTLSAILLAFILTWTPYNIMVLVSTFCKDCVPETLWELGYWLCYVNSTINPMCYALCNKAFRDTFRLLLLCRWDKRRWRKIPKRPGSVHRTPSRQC
TAAR1 antagonist – antagonists of human TAAR1; inhibition, % at 3 µM; CHO RD-HGA16 TAAR1, Fluo-8 calcium fluorescence, antagonist; Q96RJ0; 360,000 tested, 1.5% active; AID 624466;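 active means inhibition above a per-plate cutoff, the mean inhibition of test compounds on that plate plus 3 SD, cut at about 49% in these data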;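 further: 0% = DMSO plus EC80 beta-PEA response and 100% = DMSO alone without agonist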
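System: RD-HGA16 CHO cells with stable hTAAR1 and Gα16 | Probe or stimulus: EC80 β-phenethylamine stimulus | Dosing: 3 µM, single point | Times: Dye loading 75 min at 37 °C, then 30 min room temperature | Measured by: Fluo-8 calcium-sensitive fluorescence | Read-out basis: % inhibition of agonist calcium response | Replicates: n of 1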
TAAR1 agonist – agonists of human TAAR1. 360,000 tested, 0.99% active. activation, % at 3 µM. CHO RD-HGA16 TAAR1, Fluo-8 calcium fluorescence; vehicle wells 0%, saturating PEA agonist 100%. AID 624467;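 active means activation above the mean activation of all test compounds in the run plus 3 SD, cut at about 38% in these data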
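Test system: RD-HGA16 (CHO) cells co-expressing Gα16 and hTAAR1 / Benchmarks: DMSO vehicle as 0%, PEA at EC100 as 100% / Repeats: no replicates (n 1) / Measure: % activation from peak over basal fluorescence ratio, DMSO-to-PEA scaled / Timing: 17-24 h plating, Fluo-8 75 min 37 °C, 30 min RT / Technique: kinetic Fluo-8 calcium fluorescence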
V1R ag counter – counter-screen for oxytocin receptor agonists: human V1a receptor agonists; 320,000 tested, 0.25% active; CHO-V1R cells, Fluo-8 calcium fluorescence, agonist mode; 0% DMSO, 100% 3 nM vasopressin; activation, % at 3 µM; P37288;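 active means activation above the mean activation of all tested compounds plus 3 SD, per screening run, cut at about 20% in these data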;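 further: signal is peak over basal fluorescence ratio across a 100 second FLIPR read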
Target sequence (P37288 whole entry, looked up): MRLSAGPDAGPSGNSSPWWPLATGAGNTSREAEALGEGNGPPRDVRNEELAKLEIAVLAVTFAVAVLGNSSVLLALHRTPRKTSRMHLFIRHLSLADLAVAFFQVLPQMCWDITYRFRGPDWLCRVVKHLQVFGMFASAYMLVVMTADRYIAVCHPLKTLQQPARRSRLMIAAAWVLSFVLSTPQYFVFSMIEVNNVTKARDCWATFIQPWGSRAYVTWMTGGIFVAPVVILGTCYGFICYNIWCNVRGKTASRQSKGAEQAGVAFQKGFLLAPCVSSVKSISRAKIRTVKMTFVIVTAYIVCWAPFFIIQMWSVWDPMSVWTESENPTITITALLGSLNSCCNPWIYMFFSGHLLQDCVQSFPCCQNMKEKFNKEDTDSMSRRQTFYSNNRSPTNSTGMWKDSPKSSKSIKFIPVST
OXTR ag – activates the human oxytocin receptor; AID 2435; P30559; CHO-OTR cells, Fluo-8 calcium fluorescence; normalized: DMSO 0%, oxytocin 100%; activation, % at 3 µM; 320,000 tested, 0.32% active;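 active means activation above the mean of all tested compounds plus 3 SD, cutoff set per screening run, cut at about 20% in these data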;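 further: peak over basal fluorescence ratio from a 100 s FLIPR kinetic read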
CHO parental Ca – counter-screen: ATP calcium response change in parental CHO cells | parental CHO-K1, ATP-induced calcium, Fluo-8 fluorescence | inhibition, % at 5.6 µM | 330,000 tested, 0.63% active | AID 463079;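 active means inhibition above that plate's mean sample inhibition plus 3 SD, cut at about 26% in these data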;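 further: 0% = ATP-challenged DMSO wells and 100% = DMSO wells without ATP; some compounds past the cut are filed as inactive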
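Material: parental CHO cells / Compound: single nominal dose of 5.6 µM per compound / Signal: Fluo-8 fluorescence / Replicates: singlicate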
OXTR potentiate – potentiates the human oxytocin receptor response; P30559; 320,000 tested, 0.061% active; CHO-OTR cells, Fluo-8 calcium fluorescence, potentiator mode; 0% = oxytocin EC15, 100% = EC100; AID 2445; activation, % at 3 µM;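 active means activation above that plate's cutoff, the mean activation of tested compounds plus 3 SD, cut at about 6.6% in these data, passing the limit was not always enough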;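 further: 100% uses oxytocin at 75 nM as the full agonist control; some results filed as inactive read as strong as hits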
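Replication – single well per compound, singlicate · Assay system – CHO cell line stably expressing human OTR · Timing – 6 min pre-incubation, 100 s read · Measure – normalized max/min fluorescence ratio, % activation · Doses – 3.0 µM, one dose · Detection – Fluo-8 calcium dye fluorescence · Probe or stimulus – oxytocin near EC15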
M1 antag – blocks human M1 muscarinic receptor; P11229; CHO-K1 hM1, Fluo-8 calcium fluorescence, ACh EC80 antagonist; inhibition, % at 3 µM; 360,000 tested, 1.3% active; AID 588852;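 active means percent inhibition above its own plate's cutoff, namely the mean of that plate's compound wells plus 3 SD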;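 further: peak over basal fluorescence ratio during 140 s after agonist addition; 0% = ACh EC80 plus DMSO and 100% = DMSO alone without agonist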
M1 PAM – human CHRM1 positive allosteric modulation | activation, % at 3 µM | CHO-K1 hM1, Fluo-8 calcium fluorescence, ACh EC20; 0% = ACh EC20, 100% = maximal ACh | 360,000 tested, 0.088% active; in the data active means activation above about 19%, passing the limit was not always enough
Starred values were filed as active, the others as inactive.

What do the screens show for `O=C(Nc1ccc(Cl)cc1)c1ccc(OCC2CCCO2)cc1` (stereo not given)?
M1 ag: -3.2; TAAR1 antagonist: -14.0; TAAR1 agonist: 3.4; V1R ag counter: 2.9; OXTR ag: 2.8; CHO parental Ca: -9.2; OXTR potentiate: 0.6; M1 antag: 10.5; M1 PAM: -1.0

What do the screens show for `COc1cccc(C2CC3(CC(C)(C)NC(=S)N3)Oc3cc(O)ccc32)c1` (stereo not given)?
M1 ag: -5.3; TAAR1 antagonist: -8.6; TAAR1 agonist: 2.8; V1R ag counter: 0.3; OXTR ag: -1.1; CHO parental Ca: -25.0; OXTR potentiate: -6.6; M1 antag: -11.4; M1 PAM: 4.8

Results for COc1cc(C(CC(=O)Nc2cc(C)ccn2)N2Cc3ccccc3C2=O)cc(OC)c1OC (stereo not given) ?
M1 ag: -2.1; TAAR1 antagonist: 3.6; TAAR1 agonist: 0.6; V1R ag counter: -1.2; OXTR ag: -0.1; CHO parental Ca: 2.2; OXTR potentiate: -3.2; M1 antag: -9.4; M1 PAM: 4.5

Results for Cc1ccc(CSc2nc3c(c(=O)[nH]2)CCC3)cc1 ?
M1 ag: -4.5; TAAR1 antagonist: -8.9; TAAR1 agonist: 9.4; V1R ag counter: -1.0; OXTR ag: -1.7; CHO parental Ca: 11.9; OXTR potentiate: -1.5; M1 antag: -4.6; M1 PAM: 9.7

Results for Cc1ccc2c(c1)C(=O)c1c(C(=O)O)cccc1-2 ?
M1 ag: -6.3; TAAR1 antagonist: -8.2; TAAR1 agonist: 13.6; V1R ag counter: 1.1; OXTR ag: 0.7; CHO parental Ca: -3.3; OXTR potentiate: 0.7; M1 antag: 11.2; M1 PAM: -6.8

How did CC(=O)Nc1ccc(NC(=O)N(c2ccccc2)c2ccccc2)cc1 do in these assays?
M1 ag: -4.0; TAAR1 antagonist: -7.4; TAAR1 agonist: 0.8; V1R ag counter: 0.5; OXTR ag: 0.1; CHO parental Ca: -17.6; OXTR potentiate: -3.4; M1 antag: -4.1; M1 PAM: 4.7

What do the screens show for `O=C(NC1=NCCS1)c1cccc(NC(=O)c2ccco2)c1`?
M1 ag: -1.1; TAAR1 antagonist: -2.2; TAAR1 agonist: 2.2; V1R ag counter: 0.6; OXTR ag: -0.1; CHO parental Ca: -15.0; OXTR potentiate: -5.7; M1 antag: -5.7; M1 PAM: 6.0

What do the screens show for `O=C(c1cccc(C(=O)N2CCC(O)(c3ccccc3)CC2)c1)N1CCC(O)(c2ccccc2)CC1`?
M1 ag: -7.6; TAAR1 antagonist: -9.9; TAAR1 agonist: 10.6; V1R ag counter: 0.2; OXTR ag: -0.1; CHO parental Ca: -13.3; OXTR potentiate: 3.1; M1 antag: 3.5; M1 PAM: -0.4

How did O=C1COc2ccc(C(=O)COC(=O)Cc3ccsc3)cc2N1 do in these assays?
M1 ag: 0.1; TAAR1 antagonist: 12.6; TAAR1 agonist: 6.7; V1R ag counter: 3.2; OXTR ag: 1.8; CHO parental Ca: -9.3; OXTR potentiate: -23.1; M1 antag: 2.6; M1 PAM: -6.3

Results for CC(C)CCC1(CCNC(C)c2cccs2)CCOC(C)(C)C1 (stereo not given) ?
M1 ag: -5.0; TAAR1 antagonist: -25.4; TAAR1 agonist: 1.3; V1R ag counter: 0.6; OXTR ag: 0.9; CHO parental Ca: -16.4; OXTR potentiate: -7.8; M1 antag: -9.4; M1 PAM: 7.3

How did CC(=O)NC(Cc1ccccc1)C(C)=O (stereo not given) do in these assays?
M1 ag: -6.2; TAAR1 antagonist: -1.6; TAAR1 agonist: 2.7; V1R ag counter: 1.1; OXTR ag: 0.8; CHO parental Ca: -5.5; OXTR potentiate: -6.3; M1 antag: 13.3; M1 PAM: -7.1

How did COc1ccc(NS(=O)(=O)c2cccc(C(=O)NNC(=O)CN3C(=O)NC(C)(C)C3=O)c2)cc1 do in these assays?
M1 ag: -2.4; TAAR1 antagonist: -21.3; TAAR1 agonist: 2.7; V1R ag counter: 0.2; OXTR ag: -0.1; CHO parental Ca: -14.9; OXTR potentiate: -4.4; M1 antag: -5.1; M1 PAM: 5.1

Results for COc1ccc(Cl)cc1NC(=O)COC(=O)c1ccc(Br)o1 ?
M1 ag: -5.3; TAAR1 antagonist: 8.1; TAAR1 agonist: 2.7; V1R ag counter: -0.4; OXTR ag: 0.1; CHO parental Ca: -21.3; OXTR potentiate: -3.0; M1 antag: 4.4; M1 PAM: -5.5

What do the screens show for `COCCNC(=S)N=Nc1c(O)[nH]c2ccc([N+](=O)[O-])cc12`?
M1 ag: -1.7; TAAR1 antagonist: -9.9; TAAR1 agonist: -0.2; V1R ag counter: 0.3; OXTR ag: 2.5; CHO parental Ca: 3.9; OXTR potentiate: 6.5; M1 antag: -23.1; M1 PAM: 5.8

What do the screens show for `S=C(NC1CC1)N1CCN(c2ccc(Cl)cc2)CC1`?
M1 ag: -4.1; TAAR1 antagonist: -9.8; TAAR1 agonist: 3.3; V1R ag counter: 3.4; OXTR ag: 3.3; CHO parental Ca: -0.8; OXTR potentiate: -6.5; M1 antag: -1.6; M1 PAM: 1.8

What do the screens show for `O=C(COn1nnc2ccc(S(=O)(=O)N3CCOCC3)cc21)NCc1cccc(Cl)c1`?
M1 ag: -0.2; TAAR1 antagonist: 1.7; TAAR1 agonist: 1.1; M1 antag: -11.1; M1 PAM: 5.4

How did COc1cccc(-c2c(C(=O)N/N=C/c3ccncc3)nnn2-c2nonc2N)c1 do in these assays?
M1 ag: 1.5; TAAR1 antagonist: 2.9; TAAR1 agonist: 15.8; V1R ag counter: 4.3; OXTR ag: 1.6; CHO parental Ca: -15.1; OXTR potentiate: -0.3; M1 antag: 3.8; M1 PAM: 0.6

Results for Cc1cc(S(=O)(=O)NCC(c2ccc3c(c2)OCO3)N2CCOCC2)ccc1F (stereo not given) ?
M1 ag: 0.7; TAAR1 antagonist: -3.5; TAAR1 agonist: 0.5; V1R ag counter: -0.4; OXTR ag: -2.1; CHO parental Ca: -10.9; OXTR potentiate: -10.6; M1 antag: -21.0; M1 PAM: 19.2

Results for O=C(O)c1cnc(N2CCOCC2)nc1 ?
M1 ag: -7.2; TAAR1 antagonist: 1.8; TAAR1 agonist: 3.8; V1R ag counter: 0.8; OXTR ag: 0.7; CHO parental Ca: 7.6; OXTR potentiate: 1.5; M1 antag: 5.1; M1 PAM: 8.7

How did CC12CCC(C(=O)Nc3cccc(NC(=O)C45CCC(C)(C(=O)O4)C5(C)C)n3)(OC1=O)C2(C)C do in these assays?
M1 ag: 1.5; TAAR1 antagonist: 26.9; TAAR1 agonist: 11.0; V1R ag counter: 1.1; OXTR ag: 0.1; CHO parental Ca: -13.1; OXTR potentiate: 0.7; M1 antag: 0.6; M1 PAM: 4.7

A stretch of the results above, as a working copy:
Results for O=C(O)c1cnc(N2CCOCC2)nc1 ?
M1 ag: -7.2; TAAR1 antagonist: 1.8; TAAR1 agonist: 3.8; V1R ag counter: 0.8; OXTR ag: 0.7; CHO parental Ca: 7.6; OXTR potentiate: 1.5; M1 antag: 5.1; M1 PAM: 8.7

How did CC12CCC(C(=O)Nc3cccc(NC(=O)C45CCC(C)(C(=O)O4)C5(C)C)n3)(OC1=O)C2(C)C do in these assays?
M1 ag: 1.5; TAAR1 antagonist: 26.9; TAAR1 agonist: 11.0; V1R ag counter: 1.1; OXTR ag: 0.1; CHO parental Ca: -13.1; OXTR potentiate: 0.7; M1 antag: 0.6; M1 PAM: 4.7

(list continues)
Results for O=c1c(C=NCc2cccnc2)c(C(F)(F)F)[nH]n1-c1nc2ccccc2s1 ?
M1 ag: 0.2; TAAR1 antagonist: -1.2; TAAR1 agonist: 1.6; V1R ag counter: 0.2; OXTR ag: -1.4; CHO parental Ca: -11.9; OXTR potentiate: -19.4; M1 antag: -7.9; M1 PAM: 6.0

How did COc1cc(CN2CCN(Cc3cccc(OC)c3OC)CC2)cc(OC)c1 do in these assays?
M1 ag: -8.4; TAAR1 antagonist: 4.6; TAAR1 agonist: 2.6; V1R ag counter: 1.5; OXTR ag: 1.3; CHO parental Ca: -19.0; OXTR potentiate: -12.8; M1 antag: 11.8; M1 PAM: -8.4

Results for CC(C)(C)C(=O)OCCNc1nc(-c2ccccc2)nc2ccccc12 ?
M1 ag: -7.8; TAAR1 antagonist: 28.2; TAAR1 agonist: 0.4; V1R ag counter: 1.0; OXTR ag: -2.1; CHO parental Ca: -16.6; OXTR potentiate: -4.5; M1 antag: 16.1; M1 PAM: -8.7

Results for CN(CC(=O)Nc1ccc(N2CCOCC2)cc1)C(=O)c1ccc(O)c(Cl)c1 ?
M1 ag: -3.1; TAAR1 antagonist: -8.4; TAAR1 agonist: 0.1; V1R ag counter: 0.0; OXTR ag: 0.3; CHO parental Ca: 0.1; OXTR potentiate: -3.3; M1 antag: 1.1; M1 PAM: 3.8

Results for O=C(NC1CCCC1)C(c1ccccn1)N(C(=O)c1csnn1)c1ccccc1Br (stereo not given) ?
M1 ag: -2.4; TAAR1 antagonist: -39.6; TAAR1 agonist: 0.9; V1R ag counter: -1.0; OXTR ag: -0.1; CHO parental Ca: -14.3; OXTR potentiate: -1.6; M1 antag: -20.3; M1 PAM: 3.6

What do the screens show for `COc1ccc(-c2nn(-c3ccccc3)cc2C(=O)Nc2nccs2)cc1`?
M1 ag: -0.1; TAAR1 antagonist: 47.8; TAAR1 agonist: 11.8; V1R ag counter: 0.1; OXTR ag: -0.9; CHO parental Ca: -14.9; OXTR potentiate: -13.1; M1 antag: 29.2; M1 PAM: -14.8

How did O=C(NCCc1ccccn1)c1nc(Cn2ccc([N+](=O)[O-])n2)no1 do in these assays?
M1 ag: -1.4; TAAR1 antagonist: -24.8; TAAR1 agonist: 8.3; V1R ag counter: -0.1; OXTR ag: 0.9; CHO parental Ca: -0.6; OXTR potentiate: -0.6; M1 antag: -10.0; M1 PAM: 9.5

How did CCOC(=O)c1nc2nc(-c3cccs3)cc(C(F)(F)F)n2n1 do in these assays?
M1 ag: -1.6; TAAR1 antagonist: -4.8; TAAR1 agonist: -0.4; V1R ag counter: 0.3; OXTR ag: -0.1; CHO parental Ca: -9.7; OXTR potentiate: 8.1; M1 antag: -4.1; M1 PAM: 1.2

What do the screens show for `CC(=O)OCc1nc2ccccc2s1`?
M1 ag: -1.7; TAAR1 antagonist: 13.2; TAAR1 agonist: 0.8; V1R ag counter: 0.1; OXTR ag: 0.8; CHO parental Ca: 9.2; OXTR potentiate: -1.2; M1 antag: -10.4; M1 PAM: 9.0
